PfG6PD inh: PfG6PD (Plasmodium falciparum) enzyme inhibition; inhibition, % at 20 µM; 350,000 tested, 0.78% active; PfGluPho enzyme, NADPH resazurin-diaphorase fluorescence;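 active = inhibition reaching at least a set limit at 20 µM in the primary screen, cut at about 59% in these data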;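 note: 0% = DMSO wells with substrate and 100% = DMSO wells lacking glucose-6-phosphate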
SENP8 inh: SENP8 (human) protease inhibition. Q96LD8. recombinant SENP8, Nedd8 substrate fluorescence. inhibition, % at 20 µM. 360,000 tested, 0.64% active; in the data active = inhibition mostly above about 40%, no sharp cut-off; inactive = mostly below about 27%
Target sequence (Q96LD8 whole entry, looked up): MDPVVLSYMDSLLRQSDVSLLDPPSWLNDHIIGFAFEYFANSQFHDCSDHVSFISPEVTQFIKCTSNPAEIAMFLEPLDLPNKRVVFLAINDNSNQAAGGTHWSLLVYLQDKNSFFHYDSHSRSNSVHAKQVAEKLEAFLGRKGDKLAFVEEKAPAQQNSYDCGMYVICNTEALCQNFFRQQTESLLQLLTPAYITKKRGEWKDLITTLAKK
SENP1 FRET inh: blocks the human SENP1 SUMO protease catalytic domain; Q9P0U3; recombinant SENP1 catalytic domain, CyPet-SUMO1-YPet FRET cleavage; 360,000 tested, 0.21% active; inhibition, % at 10 µM;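 active = inhibition at least 30% at 10 µM, raw YFP signal under a set limit, fluorescence ratio 0.5 to 1.5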;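 note: 0% = enzyme with DMSO and 100% = no enzyme wells; some results filed as inactive read as strong as hits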
Target sequence (Q9P0U3 419-644 limits assumed): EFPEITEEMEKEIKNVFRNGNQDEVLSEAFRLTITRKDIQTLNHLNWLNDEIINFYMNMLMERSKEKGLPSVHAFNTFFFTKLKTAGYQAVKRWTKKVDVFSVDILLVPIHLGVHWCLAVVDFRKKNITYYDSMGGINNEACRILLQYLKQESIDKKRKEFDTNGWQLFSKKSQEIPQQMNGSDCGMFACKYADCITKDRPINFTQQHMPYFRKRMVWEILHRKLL
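Compound: 10 µM single point, 0.5% DMSO; Test system: hSENP1 catalytic domain, recombinant; Timing: 50 min reaction at room temperature; Technique: FRET, CFP and YFP emission; Control set: no-enzyme wells low, DMSO-plus-enzyme wells high control.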
* marks the source's active call; other numbers are inactive results.

SMILES	PfG6PD inh	SENP8 inh	SENP1 FRET inh
C[C@@H]1CN([C@@H](C)CO)C(=O)CCCn2nncc2CO[C@H]1CN(C)C(=O)Nc1ccnc(N2CCOCC2)c1	2	8	2
COc1cccc(-n2cc(CN(C)C(=O)C3CCC(=O)N(C4CC4)C3)cn2)c1 (stereo not drawn)	-10	2	0
C[C@H]1CN([C@@H](C)CO)C(=O)c2cc(C3=CCCC3)cnc2O[C@@H]1CN(C)C(=O)c1ccncc1	-4	-4	0
CC(=NNC(N)=S)c1ccc2cc3c(cc2c1)OCO3	9	6	3
COc1ccccc1S(=O)(=O)N(C)C[C@@H]1Oc2cc(C#CCC(C)C)ccc2S(=O)(=O)N([C@H](C)CO)C[C@@H]1C	19	-4	-2
CC(=O)Oc1ccc(-c2csc(Nc3ccccn3)n2)cc1	21	0	2
O=[N+]([O-])c1cc2c(cc1Br)-c1ccccc1C2	5	7	1
CCOc1ccc(OCC(=O)N2CCN(S(=O)(=O)c3ccccc3)CC2)cc1	13	16	2
COCCCN1C(=O)C(CC(=O)NCC2CCCCC2)CC(C(=O)N2CCOCC2)=C1C (stereo not drawn)	2	15	2
Cc1ccc(-c2cnc3c(c2)C(=O)N([C@H](C)CO)C[C@@H](C)[C@@H](CN(C)C(=O)Cc2ccccc2)O3)cc1	39	-26	2
CCOc1ccc(N=Cc2ccc(N(C)C)cc2)c(O)c1	51	-498	26
O=C1C2C3C=CC(CC3)C2S(=O)(=O)C2C3C=CC(CC3)C12 (stereo not drawn)	-15	7	1
CCN(CC)C(=O)C1=C(C)N(CCCOC)C(=O)C(CC(=O)NCc2cccc3ccccc23)C1 (stereo not drawn)	-8	-8	1
CCCCCN(C(=O)CCC(=O)OCC(=O)NCCc1ccccc1)c1c(N)n(CCCC)c(=O)[nH]c1=O	0	10	0
CSc1ccc(CNC(=O)C2CCC(=O)N(CCc3ccc(Cl)cc3)C2)cc1 (stereo not drawn)	10	1	0
COc1ccc(NC(=O)CN2C(=O)NC(C)(Cc3ccc(OC)c(OC)c3)C2=O)cc1 (stereo not drawn)	-26	18	2
CC(=O)N1C[C@H]2CON(C)[C@H]2C[C@H]1c1ccc(-c2cccnc2)cc1	13	1	4
O=C(c1ccco1)N1CCN(C(=O)c2ccc(Br)o2)CC1	13	19	2
Cc1ccc(S(=O)(=O)N(C)C[C@@H]2Oc3ncc(C#CCC(C)C)cc3C(=O)N([C@H](C)CO)C[C@H]2C)cc1	50	-10	1
O=C(COC(=O)c1ccc(F)cc1Cl)NC1CC1	-7	22	0
C[C@@H](CO)NC(=O)c1[nH]cnc1C(=O)Nc1cccc(Cl)c1	2	-26	2
CCCNCC(=O)Nc1sc2c(c1C(=O)Nc1c(C)n(C)n(-c3ccccc3)c1=O)CCCC2	10	19	0
O=C1NC(Cc2ccccc2)c2nc3ccc(F)cc3c(=O)n2-c2ncccc21 (stereo not drawn)	1	11	-1
COc1ccc(-c2ccc3[nH]c4c(c3c2)CCN2C(=O)[C@@H]([C@H](C)O)[C@@H](N(C)C(=O)Nc3cc(Cl)cc(Cl)c3)C[C@@H]42)cc1	16	-270	-20
CSc1nc(SCc2ccccc2)[nH]c(=O)n1	-22	14	3
CC(C)(C)OC(=O)N1CC2(CCCCC2)CC1Cc1ccc(C(F)(F)F)cc1 (stereo not drawn)	9	-30	3
CCOC(=O)CN(C(=O)c1snc(C(N)=O)c1N)C(C(=O)NCCC(C)C)c1ccc(C)cc1 (stereo not drawn)	13	-275	-2
COc1ccc(CNC(=O)C[C@@H]2C[C@H]3c4cc(NC(=O)NC5CCCC5)ccc4O[C@H]3[C@H](CO)O2)cc1	-24	-4	-1
C[C@@H]1CN([C@@H](C)CO)C(=O)CCCn2nncc2CO[C@@H]1CN(C)C(=O)Nc1cccc2ccccc12	4	-202	0
COc1cc2nc(CN3CCN(S(=O)(=O)c4ccccc4[N+](=O)[O-])CC3)[nH]c(=O)c2cc1OC	22	-9	3
CC(c1ccc2ccccc2c1)c1ccccc1C(=O)O (stereo not drawn)	-31	7	1
CCN(CC)C(=O)C1=C(C)N(Cc2ccc(OC)cc2)C(=O)C(CC(=O)NCCCN(C)C)C1 (stereo not drawn)	-10	-21	2
CC1(C)CN(Cc2ccccc2)C(=O)[C@H]1CC(=O)Nc1ccccc1	-22	-1	0
C[C@@H]1CN([C@@H](C)CO)C(=O)CCCn2cc(nn2)CO[C@H]1CN(C)S(=O)(=O)c1ccc2ccccc2c1	-10	7	1
CCCc1c(C(=O)N/N=C(\C)c2ccccn2)nnn1-c1nonc1N	7	13	0
CC(C)C1C(=O)N(Cc2cn(CCC3OCCO3)nn2)CCS(=O)(=O)N1Cc1ccc(-c2ccccc2)cc1 (stereo not drawn)	-4	6	-1
O=C(NCCc1c[nH]c2ccccc12)c1ccc([N+](=O)[O-])o1	7	16	-19
CC(C)c1cc(C(=O)N(C)C2CCCN(Cc3ccccc3F)C2)n(C)n1 (stereo not drawn)	-9	11	0
COc1ccc(NC(=O)N(C)[C@H]2C[C@H]3c4[nH]c5ccc(-c6ccc7c(c6)OCO7)cc5c4CCN3C[C@H]2[C@H](C)O)cc1	8	-43	-73
CC(NS(=O)(=O)c1ccc(Br)cc1F)[C@H](O)c1ccccc1 (stereo partly drawn)	19	0	1
Cc1ccc([C@H]2C[C@@H](n3cc(-c4ccc(F)cc4)nn3)[C@H](O)CN2C(=O)C2CCCCC2)cc1	-10	22	-2
CCCCCCN1C[C@H](O)[C@@H](n2cc(COC(=O)c3ccccc3)nn2)C[C@@H]1c1ccc(Cl)cc1	29	-9	-4
CN(Cc1ccc(F)cc1)S(=O)(=O)c1ccc2[nH]c(=O)[nH]c2c1	-33	3	3
COc1cc(NC(=O)CSc2nnc3ccccn23)cc(OC)c1OC	14	6	3
Cc1ccc(C(=O)NCC(=O)N(C)Cc2ccccc2C)s1	-8	15	-2
OC(COc1ccc(-c2ccccc2)cc1)CN1CCCCC1 (stereo not drawn)	-3	12	-1
CCCCCC(O)C=CC1C(O)CC(O)C1CC=CCCCC(=O)O (stereo not drawn)	-4	11	-1
COc1ccccc1NC(=O)c1ccccc1SCC(=O)N1CCCC1	15	-30	-1
O=C(NCCOc1ccccc1)c1ccccc1F	-13	6	1
CC1(c2nc3ccccc3cc2C#N)OCCO1	0	4	2
Cc1ccc([C@H]2C[C@@H](n3cc(COC(=O)c4ccccc4)nn3)[C@H](O)CN2Cc2cccs2)cc1	12	14	1
Cc1cc(NCC(=O)Nc2ccc(C)c(S(=O)(=O)N3CCOCC3)c2)ccc1Br	19	14	1
COc1ccccc1CNC(=O)C(=O)c1cn(CC(=O)N2CCCCC2)c2ccccc12	-17	-10	-2
CCOc1ccc(NC(=O)COC(=O)C2COc3ccccc3O2)cc1 (stereo not drawn)	8	22	4
COc1ccc(C(=O)N/C(=C\c2ccc(Cl)cc2)C(=O)NCc2ccncc2)cc1	-6	0	-1
CSC[C@H]1CN(c2ccc(Br)cc2)C(=O)[C@@H]1CC(=O)Nc1ccc(Br)cc1	1	4	-1
CC(Sc1ccc(S(=O)(=O)N2CCN(C)CC2)cn1)C(=O)NC1CCCC(C)C1C (stereo not drawn)	7	20	2
C=CCOc1ccc(C[C@H](N)C(=O)NC[C@H]2O[C@@H](n3cc(C)c(=O)[nH]c3=O)C[C@@H]2O)cc1	-8	0	1
C[C@H](CO)N1C[C@H](C)[C@H](CN(C)S(=O)(=O)c2ccccc2F)OCc2cnnn2CCCC1=O	2	4	1
Nc1cc(=O)nc2cn[nH]n12	-7	3	-1

Other entries:
SMILES	PfG6PD inh	SENP8 inh	SENP1 FRET inh
C[C@@H]1CCCCO[C@H](CN(C)C)[C@H](C)CN([C@@H](C)CO)C(=O)c2cc(NC(=O)Nc3ccc(C(F)(F)F)cc3)ccc2O1	6	12	0
N#Cc1ccccc1OCC(=O)N1CC(=O)Nc2ccccc21	3	7	-1
C[C@@H]1CN([C@@H](C)CO)C(=O)c2cc(Br)cnc2O[C@H]1CN(C)C(=O)Nc1ccc(F)cc1	-8	7	0
COc1cc(C)c(CN2CCN(C(=O)CCC(=O)c3ccc(C)s3)CC2)cc1OC	3	12	0
N#Cc1ccc(C(=O)N2CCC3CC2c2cc(N4CCCCC4)ccc23)cc1 (stereo not drawn)	-1	10	1
COc1ccc(OC)c(C2=CC(=O)C[C@H](c3ccc(F)cc3)C2)c1	16	-32	2
COc1ccc(NC(=O)c2cccc3ccccc23)cc1OC	3	-7	5
COc1ccc(CN(C)C[C@H]2OCCCC[C@H](C)Oc3ccc(NC(=O)CCC(F)(F)F)cc3C(=O)N([C@@H](C)CO)C[C@@H]2C)cc1	4	13	0
Cc1ccc([C@@H]2C[C@H]3[C@@H](CN2S(=O)(=O)c2ccc(Cl)cc2)C(=O)C[C@@H](c2ccccc2F)N3S(=O)(=O)c2ccc(C)cc2)cc1	10	-4	-1
Cc1ccc(C(=O)NCC(=O)OCc2nc3ccsc3c(=O)[nH]2)cc1C	-8	3	-2
CC(C)CN(C(=O)Cn1nnc(-c2ccc(Cl)cc2)n1)C1CCS(=O)(=O)C1 (stereo not drawn)	0	18	0
C=CCN1C(=O)C(=Cc2ccc3c(c2)CCC3)SC1=S	7	26	-2
CCC/C=C/c1ccc(CN2C(C(C)C)C(=O)N(Cc3cn(CCC4OCCO4)nn3)CCS2(=O)=O)cc1 (stereo not drawn)	25	12	3
C[C@H](CO)N1C[C@H](C)[C@H](CN(C)C(=O)Nc2ccc(N3CCN(C)CC3)cc2)OCc2cnnn2CCCC1=O	-2	12	-2
Cc1cc(OCC(=O)OCC(=O)NC2CCS(=O)(=O)C2)ccc1Cl (stereo not drawn)	3	17	4
O=C1NC(Cc2ccccc2)c2nc3ccc(F)cc3c(=O)n2-c2cc3ccccc3cc21 (stereo not drawn)	8	4	-1
C(=NNc1nnn(Cc2ccccc2)n1)c1ccccc1	11	12	-1
COc1cccc(-c2ccc(C3=CC(=O)CC(C)(C)C3=O)cc2)c1OC	27	20	2
CCOC(=O)c1cc(OC(C)=O)c2ccc(OC)c(OC)c2c1	-13	-495	-15
Nc1nc(N)c2cc(S(=O)(=O)c3cccc(C(F)(F)F)c3)ccc2n1	-2	-486	-2

Rewritten as a markdown table: part of the list above.
| structure | PfG6PD inh | SENP8 inh | SENP1 FRET inh |
| --- | --- | --- | --- |
| CC(C)CN(C(=O)Cn1nnc(-c2ccc(Cl)cc2)n1)C1CCS(=O)(=O)C1 (stereo not drawn) | 0 | 18 | 0 |
| C=CCN1C(=O)C(=Cc2ccc3c(c2)CCC3)SC1=S | 7 | 26 | -2 |
| CCC/C=C/c1ccc(CN2C(C(C)C)C(=O)N(Cc3cn(CCC4OCCO4)nn3)CCS2(=O)=O)cc1 (stereo not drawn) | 25 | 12 | 3 |
| C[C@H](CO)N1C[C@H](C)[C@H](CN(C)C(=O)Nc2ccc(N3CCN(C)CC3)cc2)OCc2cnnn2CCCC1=O | -2 | 12 | -2 |
| Cc1cc(OCC(=O)OCC(=O)NC2CCS(=O)(=O)C2)ccc1Cl (stereo not drawn) | 3 | 17 | 4 |
| O=C1NC(Cc2ccccc2)c2nc3ccc(F)cc3c(=O)n2-c2cc3ccccc3cc21 (stereo not drawn) | 8 | 4 | -1 |

Three structures from above, arranged by length of the SMILES, lowest first:
SMILES	PfG6PD inh	SENP8 inh	SENP1 FRET inh
CCOC(=O)c1cc(OC(C)=O)c2ccc(OC)c(OC)c2c1	-13	-495	-15
COc1cccc(-c2ccc(C3=CC(=O)CC(C)(C)C3=O)cc2)c1OC	27	20	2
COc1ccc(CN(C)C[C@H]2OCCCC[C@H](C)Oc3ccc(NC(=O)CCC(F)(F)F)cc3C(=O)N([C@@H](C)CO)C[C@@H]2C)cc1	4	13	0

Part of the list above, as labelled records.
CC(=NNC(N)=S)c1ccc2cc3c(cc2c1)OCO3
  PfG6PD inh: 9 | SENP8 inh: 6 | SENP1 FRET inh: 3

CSc1ccc(CNC(=O)C2CCC(=O)N(CCc3ccc(Cl)cc3)C2)cc1 (stereo not drawn)
  PfG6PD inh: 10 | SENP8 inh: 1 | SENP1 FRET inh: 0

O=C1C2C3C=CC(CC3)C2S(=O)(=O)C2C3C=CC(CC3)C12 (stereo not drawn)
  PfG6PD inh: -15 | SENP8 inh: 7 | SENP1 FRET inh: 1

C[C@H](CO)N1C[C@H](C)[C@H](CN(C)C(=O)Nc2ccc(N3CCN(C)CC3)cc2)OCc2cnnn2CCCC1=O
  PfG6PD inh: -2 | SENP8 inh: 12 | SENP1 FRET inh: -2

Carrying on:
SMILES	PfG6PD inh	SENP8 inh	SENP1 FRET inh
CCCCCCN1C[C@H](n2cc(C3CC3)nn2)[C@@H](O)C[C@@H]1c1ccc(C)cc1	33	2	-3
Cc1ccc([C@H]2C[C@H](O)[C@@H](n3cc(-c4ccc(F)cc4)nn3)CN2Cc2cccs2)cc1	25	2	0
Cc1ccc([C@H]2C[C@H](O)[C@@H](n3cc(-c4ccc(F)cc4)nn3)CN2C(=O)c2cccs2)cc1	11	2	-1
CCCCN1C[C@H](Cc2ccccc2)[C@@H](CC(=O)NC)C1=O	0	3	-1
CC1CCN(S(=O)(=O)N2CCC(C(=O)NCc3ccc(F)cc3Cl)CC2)CC1	4	12	2

Screening results from PubChem BioAssay.

Not all compounds are listed; count on the stated rates, not on these rows.
